Pol iota inh – blocks human DNA polymerase iota activity; Pol iota fluorescent replication assay, 10 min; Potency, µM (series often up to 115 µM), without a hit: top-dose activity, negative = inhibition, usual class: inhibitors; 390,000 compounds, 1% hits; AID 588590
Target sequence (Q9UNA4 whole entry, looked up): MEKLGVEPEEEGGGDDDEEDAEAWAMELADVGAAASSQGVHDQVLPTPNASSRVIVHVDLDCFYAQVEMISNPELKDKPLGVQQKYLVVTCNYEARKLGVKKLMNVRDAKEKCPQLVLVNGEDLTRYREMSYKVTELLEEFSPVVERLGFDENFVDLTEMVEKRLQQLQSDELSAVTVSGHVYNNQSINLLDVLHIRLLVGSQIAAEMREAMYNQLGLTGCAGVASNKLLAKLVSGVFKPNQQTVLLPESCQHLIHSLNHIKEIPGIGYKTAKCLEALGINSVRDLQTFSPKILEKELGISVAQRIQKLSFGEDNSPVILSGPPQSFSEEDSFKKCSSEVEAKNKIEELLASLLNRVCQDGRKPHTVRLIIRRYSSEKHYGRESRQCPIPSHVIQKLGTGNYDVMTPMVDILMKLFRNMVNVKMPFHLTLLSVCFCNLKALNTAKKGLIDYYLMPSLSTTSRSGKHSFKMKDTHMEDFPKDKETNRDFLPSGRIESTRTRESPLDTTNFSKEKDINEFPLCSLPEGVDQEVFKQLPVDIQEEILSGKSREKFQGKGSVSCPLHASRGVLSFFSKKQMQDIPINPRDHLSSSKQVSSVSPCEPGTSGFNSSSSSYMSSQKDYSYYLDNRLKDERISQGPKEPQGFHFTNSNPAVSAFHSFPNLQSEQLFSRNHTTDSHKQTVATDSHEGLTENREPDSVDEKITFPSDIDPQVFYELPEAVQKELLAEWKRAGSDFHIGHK
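Fluorescent replication assay read twice, at 0 min and 10 min after adding 50 nM (final) substrate. Enzyme (10 nM) and compounds were first incubated 15 min at room temperature; enzyme-free buffer wells were negative controls.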
12-LOX inh – blocks human arachidonate 12S-lipoxygenase; P18054; purified 12hLO, xylenol orange hydroperoxide absorbance; Potency, µM (top dose mostly 108 µM), for inactives: at the top dose activity change, negative = inhibition, hits mostly inhibitors; 580,000 compounds, 1.1% hits; AID 1671190; note: % is set by controls: 0 for no effect and ±100 for the full control effect
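Purified human 12hLO (150 nM final) in 25 mM Hepes, 0.01% Triton X-100, pH 7.0 was preincubated 15 min at room temperature with compound. Then 40 uM arachidonic acid was added, 30 min. Hydroperoxide was read by Fe-XO absorbance ratio 573/405 nm.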
POLK inh – inhibitors of human DNA polymerase kappa | Potency, µM (series often up to 107 µM), inactives show at the top dose activity, negative = inhibition, usual class: inhibitors | 400,000 compounds, 0.53% hits | purified Pol kappa, fluorescent DNA synthesis assay, 10 min | AID 588579; note: % is set by controls: 0 for no effect and ±100 for the full control effect
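Pol kappa 10 nM + cpd, 15 min RT; start w/ substrate 50 nM final; fluorescence kinetic read, 0 and 10 min. Neg ctrl: buffer, no enzyme.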
BLM helicase inh – blocks DNA unwinding by human BLM helicase. P54132. recombinant BLM DNA unwinding, fluorescence dequenching. Potency, µM (highest dose often 56.1 µM), without a hit: at the highest dose activity change, negative = inhibition, hits mostly inhibitors. 350,000 compounds, 0.2% hits;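 note: plate controls were vehicle for no effect and no enzyme for full effect; nearly all actives have a fitted effect of over 35% in size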
Active calls of the source: *; ? = inconclusive; / = no result given; & = joins results of further samples; [ ] = another dose, or the depositor's remark. Calls come from the whole dose curve; as a rule, active = well fitted curve in the direction sought with a large enough effect; inconclusive = small, poorly fitted or top-dose-only effect, or another doubt; inactive = no such curve, though single readings can be large; an effect the other way counts as inactive or inconclusive. Potency is the fitted concentration of half-maximal effect.

(1) CCOc1nc2cccc(C(=O)O)c2n1Cc1ccc(-c2ccccc2-c2nn[nH]n2)cc1
(2) O=[N+]([O-])c1cccc(S(=O)(=O)NCCNS(=O)(=O)c2cccc([N+](=O)[O-])c2)c1
(3) CCOC(=O)c1ccc(O)cc1
(4) CCOC(=O)c1ccc(C#Cc2ccc3c(c2)C(C)(C)CCS3)nc1
(5) CC(C)OC(=O)Nc1ccc2nc(-c3cscn3)[nH]c2c1
(6) Nc1ccc2cc3ccc(N)cc3nc2c1
(7) CN1CCN(c2cc3c(nn2)Oc2ccccc2N3C)CC1
(8) OCc1ccc(Cl)cc1Cl

Compound	1	2	3	4	5	6	7	8
Pol iota inh	/	/	/	/	/	/	/	/
12-LOX inh	?	-13%[22.9 µM]	-9%[22.9 µM]	?	18%	?	-20%[12.5 µM]	-11%[22.9 µM]
POLK inh	1%[19.4 µM]	10%[19.4 µM]	-2%[60.1 µM]	2%[19.4 µM]	0%[19.4 µM]	9.5µM*	4%[19.4 µM]	3%[19.4 µM]
BLM helicase inh	-10%	-9%	-11%	-8%	-1%	-26%	-4%	-1%

(9) CN(Cc1ccccc1)Cc1ccccc1
(10) CCCCCCCCCCOc1cc2c(=O)c(C(=O)OCC)c[nH]c2cc1OCC
(11) CCCCCCCCOc1ccc(C(=O)c2ccccc2)c(O)c1
(12) CCOc1ccc(C(=O)Nc2ccc(N3CCN(C(=O)c4ccco4)CC3)cc2)cc1Br
(13) CCC1CCc2c(sc(N)c2C(N)=O)C1 (stereo not drawn)
(14) COc1c(C=O)c2c(c(OC)c1OC)-c1ccc(OC)c(=O)cc1C(NC(C)=O)CC2 (stereo not drawn)
(15) Oc1ccc2ccc(Cl)cc2c1
(16) COc1cc(NC(=O)CCC(=O)N2CCN(S(=O)(=O)c3ccc(C)cc3)CC2)cc(OC)c1

Compound	9	10	11	12	13	14	15	16
Pol iota inh	/	/	/	25µM*	21%	9%	-18%	-3%
12-LOX inh	6%	-7%[3.43 µM]	6%	?	?	-16%	?	-18%
POLK inh	5%[19.4 µM]	4%[19.4 µM]	-4%[19.4 µM]	-9%	-12%	-8%	-30%	-9%
BLM helicase inh	0%	3%	0%	/	/	/	/	/

An excerpt from above in order of their number in POLK inh, rising:
(15) Oc1ccc2ccc(Cl)cc2c1
(13) CCC1CCc2c(sc(N)c2C(N)=O)C1 (stereo not drawn)
(16) COc1cc(NC(=O)CCC(=O)N2CCN(S(=O)(=O)c3ccc(C)cc3)CC2)cc(OC)c1
(14) COc1c(C=O)c2c(c(OC)c1OC)-c1ccc(OC)c(=O)cc1C(NC(C)=O)CC2 (stereo not drawn)

Compound	15	13	16	14
Pol iota inh	-18%	21%	-3%	9%
12-LOX inh	?	?	-18%	-16%
POLK inh	-30%	-12%	-9%	-8%
BLM helicase inh	/	/	/	/

(further entries)
(17) O=c1cc(C=NNc2ccccc2)[nH]c(=O)[nH]1
(18) O=C(c1ccccc1)c1coc(-c2ccccc2)c1
(19) O=C(O)C1(Nc2ccc([N+](=O)[O-])cc2[N+](=O)[O-])CCCC1
(20) Cc1nc(N)nc(N)c1-c1ccc(Cl)c(Cl)c1
(21) COc1ccc(C(C#N)=C2C=CC(=NO)C(C)=C2Cl)cc1
(22) Cn1c(=O)c2[nH]c(CSCc3ccccc3)nc2n(C)c1=O
(23) CCOc1ccc(NC(=O)c2nc(S(=O)(=O)Cc3ccc(C)cc3)ncc2Cl)cc1
(24) CN(C)CC1CCC/C(=C\c2ccc(OC(=O)/C=C/c3ccccc3)cc2)C1=O (stereo not drawn)

Compound	17	18	19	20	21	22	23	24
Pol iota inh	20%	-12%	3%	9%	-7%	27%	53%[activator]	-1%
12-LOX inh	?	-17%	?	-8%	20µM*	?	-29%	?
POLK inh	-21%	-16%	-20%	-3%	-26%	-6%	-2%	-5%
BLM helicase inh	/	/	/	/	/	/	/	/

(25) CN(C)c1ccc2c(c1[N+](=O)[O-])Cc1ccccc1-2
(26) CN(CC(=O)Nc1cccc(S(=O)(=O)N2CCCC2)c1)CC(=O)Nc1ccc(F)c(F)c1F
(27) COc1ccc2c(c1)C(C)(CCN)C(=O)N2C (stereo not drawn)
(28) COc1nc(=O)n(C2CCCO2)cc1C (stereo not drawn)
(29) O=C(Nc1ccc(N2CCOCC2)c(S(=O)(=O)Nc2ccccc2Cl)c1)c1ccc(=O)[nH]n1
(30) CCCCOc1ccc(Cl)cc1Nc1nc(NCCO)nc(N2CCCC2)n1
(31) O=C(O)c1ccc(-c2noc(-c3ccccc3Cl)n2)cc1
(32) CC(O)(c1ccccc1)c1ccc2ccccc2n1 (stereo not drawn)

Compound	25	26	27	28	29	30	31	32
Pol iota inh	-2%	0%	-11%	1%	11%	-1%	19%	19%
12-LOX inh	-11%	1%	-2%	0%	-7%	-11%	0%	-12%
POLK inh	-7%	-9%	-9%	-14%	-6%	2%	4%	-13%
BLM helicase inh	/	/	/	/	/	/	/	/

(33) CN1CCN(CC(=O)N2c3ccc(S(=O)(=O)NCCNC(=O)OC(C)(C)C)cc3C(=O)Nc3cccnc32)CC1
(34) CC(=O)c1cccc(OC(=O)Oc2cccc(C(C)=O)c2)c1
(35) COC1=C(NCc2ccc3c(c2)OCO3)C(=O)C(OC)=C(NCc2ccc3c(c2)OCO3)C1=O
(36) c1ccc2c(c1)ccc1[nH]c3c(c12)CCCC3
(37) COc1cc2c(cc1OC)C(=O)CCC2
(38) Cc1cc(Nc2cc(Cl)nc(Sc3ccc(NC(=O)C4CC4)cc3)n2)n[nH]1
(39) CC1Cc2c([nH]c(=O)n(-c3ccccc3)c2=O)O1 (stereo not drawn)
(40) NC(=S)N=Nc1c(O)cc(O)c2[nH]c(=O)ccc12

Compound	33	34	35	36	37	38	39	40
Pol iota inh	1%	-17%	14%	-5%	-11%	0%	11%	3.2µM*
12-LOX inh	-10%	3%	8.9µM*	?	-14%	-28%	-1%	?
POLK inh	-1%	-9%	-7%	-17%	0%	20%	-14%	?
BLM helicase inh	/	/	/	/	/	/	/	/

(41) O=C(OCc1ccccc1)N(CCCCN(CCCNCc1ccccc1)C(=O)OCc1ccccc1)CCCNCc1ccccc1
(42) CC(=NNC(=S)N1CC2CCC(CC2)C1)c1cnccn1
(43) O=C(NNc1nc(N2CCCC2)nc(N2CCCC2)n1)c1ccccc1
(44) Cc1cccc(CN(C)C)c1CC(O)(c1ccccc1)c1ccccc1
(45) O=C(CC(NC(=O)OCc1ccccc1)C(=O)OCc1ccccc1)OCc1ccccc1 (stereo not drawn)
(46) Nc1ncnc(N2CCOCC2)n1
(47) O=C1NC(O)(c2ccccc2)Oc2ccccc21 (stereo not drawn)
(48) CCOC(=O)c1[nH]c2c(OCC)nc(OCC)nc2c1Br

Compound	41	42	43	44	45	46	47	48
Pol iota inh	2%	13%	19%	10%	8%	14%	-17%	3%
12-LOX inh	?	?	3%	8%	-3%	-16%	-1%	?
POLK inh	-10%	-7%	-15%	-8%	3%	-11%	-12%	-3%
BLM helicase inh	/	/	/	/	/	/	/	/

(49) COc1cccc(CN2C(=O)[C@@H]3Cc4c([nH]c5ccccc45)C(C)(C)N3C2=O)c1
(50) Cc1nc2ccccc2nc1C
(51) COc1cc(C)c(C2NC(=O)c3ccccc3N2)cc1C (stereo not drawn)
(52) N#CC(c1ccc(O)cc1)N1CCN(C(C#N)c2ccc(O)cc2)CC1 (stereo not drawn)
(53) CCn1c(=S)sc2nc(C)sc21
(54) CC1Cn2c(nnc2-c2cccs2)S1 (stereo not drawn)
(55) COc1ccc(C(C)=O)cc1
(56) CCOc1ccc2[nH]cc(C(=O)N3CCN(C4CCCCC4)CC3)c(=O)c2c1

Compound	49	50	51	52	53	54	55	56
Pol iota inh	-22%	21%	4%	5%	-17%	22%	27%	9%
12-LOX inh	2%	-4%	-22%	-8%	?	10%	13%[176 µM]	17%
POLK inh	-19%	-14%	0%	-6%	-3%	-7%	5%	-5%
BLM helicase inh	/	/	/	/	/	/	/	/

(57) Cc1cc2c(cc1C)C(=O)C(=O)N2
(58) CC1(C)c2[nH]c3ccccc3c2C[C@@H]2C(=O)N(Cc3ccccc3)C(=O)N21
(59) Nc1nc(Cl)nc2c1ncn2C1OCC(O)C(O)C1O (stereo not drawn)
(60) Cc1cc(=O)[nH]c(NN=Cc2c(Cl)cccc2Cl)n1
(61) COC1C(CO)OC(n2cnc3c(=S)nc(N)[nH]c32)C1O (stereo not drawn)
(62) O=C(O)c1nnsc1-c1csnn1
(63) Cc1cc2cc3c(=O)[nH]c(=O)nc-3n(CC(O)C(O)C(O)CO)c2cc1C (stereo not drawn)
(64) CN(c1ccccc1)S(=O)(=O)c1ccc(NC(=O)CC(=O)c2ccccc2)cc1

Compound	57	58	59	60	61	62	63	64
Pol iota inh	9%	-2%	?	16%	18%	2%	32%[activator]	14%
12-LOX inh	-6%	?	-14%	-6%	?	?	-27%	5%
POLK inh	-13%	-11%	-11%	-7%	-21%	-9%	-11%	-25%
BLM helicase inh	/	/	/	/	/	/	/	/

(65) Nc1nc2[nH]cc(CCc3ccc(C(=O)N[C@@H](CCC(=O)O)C(=O)O)cc3)c2c(=O)[nH]1
(66) O=C(NCCc1ccccc1)C1CCCN1S(=O)(=O)c1ccc(F)cc1 (stereo not drawn)
(67) Nc1nc(NCc2ccccc2Cl)c2[nH]cnc2n1
(68) C=C1C(=O)C2=CC1CCC(=O)C1(C)CCC(OC(C)=O)C(C)(C)C1CC2O (stereo not drawn)
(69) CC1(NCc2ccc(Cl)cc2)COP(=O)(NCc2ccccc2)OC1 (stereo not drawn)
(70) Cc1nnc2c3ccccc3ccn12
(71) O=C(Cc1ccccc1)NCC1COc2ccccc2O1 (stereo not drawn)
(72) CSc1ncnc2c1ncn2CC(=O)C1CCC2C3CCC4=CC(=O)CCC4(C)C3CCC12C (stereo not drawn)

Compound	65	66	67	68	69	70	71	72
Pol iota inh	14%	4%	2%	17%	-3%	19%	-4%	10%
12-LOX inh	-34%[57.4 µM]	4%	-1%	5%	-23%	8%	13%	8%
POLK inh	?	-7%	-6%	-4%	-6%	-1%	-1%	-9%
BLM helicase inh	/	/	/	/	/	/	/	/

Of the compounds above, two contain a thiophene ring, fused or not:
(13) CCC1CCc2c(sc(N)c2C(N)=O)C1 (stereo not drawn)
(54) CC1Cn2c(nnc2-c2cccs2)S1 (stereo not drawn)

Compound	13	54
Pol iota inh	21%	22%
12-LOX inh	?	10%
POLK inh	-12%	-7%
BLM helicase inh	/	/

Next records
(73) NC1(C(=O)O)CSSC1
(74) O=C(CSc1ccc(S(=O)(=O)N2CCCC2)cn1)Nc1ccc([N+](=O)[O-])cc1C(F)(F)F
(75) COC(=O)C1C2CCCCC1C(=O)O2 (stereo not drawn)
(76) CC12CCC3c4ccc(O)cc4CCC3C1CC(=NO)C2O (stereo not drawn)
(77) Nc1nc(NCc2ccc(Cl)cc2Cl)c2[nH]cnc2n1
(78) O=C(CCN1CCCCC1)c1cccc(Cl)c1
(79) Clc1nnc2c3ccccc3ccn12
(80) O=C(Cn1c(C(=O)c2ccccc2)nc2ccccc21)c1ccc(Cl)cc1

Compound	73	74	75	76	77	78	79	80
Pol iota inh	?	0%	3%	-4%	-9%&22%	-4%	33%[activator]	2%
12-LOX inh	?	-23%	2%	-10%	-27%	-28%	-13%	-6%
POLK inh	-7%	-6%	-22%	-13%	-1%&2%	-19%	-4%	-13%
BLM helicase inh	/	/	/	/	/	/	/	/

(81) CCOc1ccc(-c2nn3c(-c4ccc(F)cc4)nnc3s2)cc1
(82) COC1(OC)C=CC(=O)C=C1NC(=O)c1ccccc1OC(C)=O
(83) COC1=CC(=O)c2c(ccc3ncnc(N)c23)C1=O
(84) COc1ccccc1CN1C(=O)[C@@H]2Cc3c([nH]c4ccccc34)C(C)(C)N2C1=O
(85) COc1cccc(-n2c(SCC(=O)N3CCOCC3)nc3c([nH]c4ccccc43)c2=O)c1
(86) Cc1cc(C)c2c(=N)c3ccccc3n(CCCCCCCCn3c4ccccc4c(=N)c4c(C)cc(C)nc43)c2n1

Compound	81	82	83	84	85	86
Pol iota inh	-57%	10µM*	4µM*	29%	30%	?
12-LOX inh	20%	0%	?	0%	21%	?
POLK inh	-3%[60.1 µM]	4%	-6%	-2%	-2%	-35%
BLM helicase inh	/	/	/	/	/	/

An excerpt (hit frequency here may not be typical).
